# BLM inh – blocks DNA unwinding by human BLM helicase; actives 0.2% (n = 350,000); P54132; AID 2528; recombinant BLM DNA unwinding, fluorescence dequenching; Potency, µM (highest dose often 56.1 µM), inactives show at the top dose activity change, negative = inhibition, most hits filed as inhibitors;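 further: plate controls were vehicle for no effect and no enzyme for full effect; nearly all actives have a fitted effect of over 35% in size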
# Target sequence (P54132 whole entry, looked up): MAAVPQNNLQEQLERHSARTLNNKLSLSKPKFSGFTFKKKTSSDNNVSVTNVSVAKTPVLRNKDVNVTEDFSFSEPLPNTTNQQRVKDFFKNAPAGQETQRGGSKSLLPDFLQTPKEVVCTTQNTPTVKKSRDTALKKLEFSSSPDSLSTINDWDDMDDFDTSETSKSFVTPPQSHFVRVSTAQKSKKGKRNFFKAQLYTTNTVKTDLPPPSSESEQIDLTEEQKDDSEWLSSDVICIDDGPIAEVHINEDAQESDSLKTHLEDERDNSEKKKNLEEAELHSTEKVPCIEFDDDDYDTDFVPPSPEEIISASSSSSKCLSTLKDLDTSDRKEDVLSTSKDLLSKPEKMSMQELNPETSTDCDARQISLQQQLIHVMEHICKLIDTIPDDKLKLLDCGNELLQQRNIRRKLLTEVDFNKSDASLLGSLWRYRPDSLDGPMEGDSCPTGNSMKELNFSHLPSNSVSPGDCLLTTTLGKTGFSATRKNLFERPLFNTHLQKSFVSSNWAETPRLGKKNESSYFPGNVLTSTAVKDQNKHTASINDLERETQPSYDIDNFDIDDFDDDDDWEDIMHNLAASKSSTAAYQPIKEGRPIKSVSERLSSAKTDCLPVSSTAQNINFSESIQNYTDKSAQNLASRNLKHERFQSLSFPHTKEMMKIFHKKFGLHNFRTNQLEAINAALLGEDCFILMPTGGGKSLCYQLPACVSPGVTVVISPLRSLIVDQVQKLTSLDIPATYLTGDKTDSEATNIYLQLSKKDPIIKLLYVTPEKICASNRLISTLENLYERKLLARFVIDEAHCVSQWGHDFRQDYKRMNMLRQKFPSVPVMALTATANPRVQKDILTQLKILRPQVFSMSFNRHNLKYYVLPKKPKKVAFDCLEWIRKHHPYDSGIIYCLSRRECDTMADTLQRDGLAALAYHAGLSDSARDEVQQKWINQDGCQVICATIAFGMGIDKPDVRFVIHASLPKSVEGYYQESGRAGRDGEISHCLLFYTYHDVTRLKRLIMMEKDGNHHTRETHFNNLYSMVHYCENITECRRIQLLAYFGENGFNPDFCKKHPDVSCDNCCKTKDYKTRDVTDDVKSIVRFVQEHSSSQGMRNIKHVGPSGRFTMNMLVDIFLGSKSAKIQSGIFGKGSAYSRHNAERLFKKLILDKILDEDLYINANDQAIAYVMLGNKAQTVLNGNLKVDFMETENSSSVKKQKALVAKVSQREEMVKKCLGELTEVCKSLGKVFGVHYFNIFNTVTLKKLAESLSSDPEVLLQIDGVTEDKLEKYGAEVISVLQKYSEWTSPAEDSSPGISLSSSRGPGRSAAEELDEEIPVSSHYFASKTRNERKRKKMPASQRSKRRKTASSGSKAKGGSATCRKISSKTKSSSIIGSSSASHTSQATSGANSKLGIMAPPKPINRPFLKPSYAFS
# POLI inh – DNA polymerase iota (human) inhibition | Q9UNA4 | Pol iota fluorescent replication assay, 10 min | Potency, µM (series often up to 115 µM), for the others: at the top dose activity, negative = inhibition, usual class: inhibitors | actives 1% (n = 390,000)
#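 Pol iota at 10 nM preincubated 15 min with compounds at room temperature; reaction started with fluorescent substrate, 50 nM final. Fluorescence read kinetically at 0 and 10 min; buffer-only wells as negative control.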
# BAZ2B block – inhibitors of human BAZ2B bromodomain. Q9UIF8. AlphaScreen BAZ2B-H3K14Ac peptide displacement. Potency, µM (doses to about 114 µM), for inactives: at the highest dose activity change, negative = inhibition, most hits filed as inhibitors. actives 4.4% (n = 360,000); further: on the % scale 0 is the no-effect control and ±100 the full control effect; nearly all actives have a fitted effect of over 60% in size
#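 Complex of BAZ2B and biotin-H3K14Ac (50 nM apiece) forms over 30 min at RT, then faces library compounds up to 110 uM for another 30 min; AlphaScreen beads added, 20 min dark incubation, luminescence read.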
# Pol kappa inh – DNA polymerase kappa (human) inhibition | Q9UBT6 | purified Pol kappa, fluorescent DNA synthesis assay, 10 min | Potency, µM (titrated, usually from 107 µM), for inactives: at the highest dose activity, negative = inhibition, hits mostly inhibitors | actives 0.53% (n = 400,000); further: on the % scale 0 is the no-effect control and ±100 the full control effect
#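 Inhibition of 10 nM Pol kappa is measured by a fluorescent read-out at 0 and 10 min following addition of 50 nM substrate (final), with a 15-min room-temperature compound preincubation.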
# G9a block – inhibitors of human histone lysine methyltransferase G9a. Potency, µM (series often up to 102 µM), for inactives: at the top dose activity, negative = inhibition, actives largely listed as inhibitors. actives 8.8% (n = 350,000). Q96KQ7. G9a H3K9 monomethylation, AlphaScreen, 2 h; further: on the % scale 0 is the no-effect control and ±100 the full control effect; nearly all actives have a fitted effect of over 75% in size
#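 G9a (20 nM) preincubated 15 min RT with compounds, then 500 nM biotinylated H3K9 peptide and 20 uM SAM added; 2 h RT reaction. Monomethyl-H3K9 product detected by AlphaScreen with anti-H3K9me1 antibody, streptavidin donor and anti-rabbit IgG acceptor beads.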
# JMJD2A Tudor – inhibitors of human JMJD2A Tudor domain; O75164; AlphaScreen JMJD2A-Tudor / H3K4me3 peptide binding; Potency, µM (doses to about 114 µM), without a hit: top-dose activity change, negative = inhibition, actives largely listed as inhibitors; actives 4.4% (n = 390,000); further: on the % scale 0 is the no-effect control and ±100 the full control effect; nearly all actives have a fitted effect of over 50% in size
# APE1 inh – blocks human APE1 abasic DNA cleavage. P27695. recombinant APE1, TAMRA/BHQ-2 abasic DNA cleavage fluorescence. Potency, µM (top dose mostly 65.8 µM), without a hit: top-dose activity change, negative = inhibition, hits mostly inhibitors. actives 0.35% (n = 350,000). AID 2517;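 further: plate controls were vehicle for no effect and reference inhibitor for full effect; nearly all actives have a fitted effect of over 55% in size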
#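 APE1 at 0.75 nM preincubated 15 min at room temperature with compound. Reaction then started with 50 nM double-stranded THF-abasic substrate labelled with TAMRA/BHQ-2, and 525/598 nm fluorescence read kinetically. Activity taken as third-minus-first read difference, normalized to DMSO and NSC13755 controls.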
# POLH inh – blocks human DNA polymerase eta activity; recombinant Pol eta, fluorescent DNA replication assay; Potency, µM (series often up to 114 µM), without a hit: at the highest dose activity change, negative = inhibition, actives largely listed as inhibitors; actives 1.2% (n = 390,000); AID 588591; further: on the % scale 0 is the no-effect control and ±100 the full control effect
#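 Pol eta at 10 nM preincubated with compounds 15 min at room temperature; reaction started with fluorescent substrate (50 nM final) and read kinetically at 0 and 10 min.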
# Pol beta inh – DNA polymerase beta (human) inhibition | P06746 | actives 1.3% (n = 340,000) | AID 485314 | Potency, µM (titrated, usually from 114 µM), without a hit: top-dose activity change, negative = inhibition, most hits filed as inhibitors | Pol beta primer extension/strand displacement, fluorescence kinetic; further: on the % scale 0 is the no-effect control and ±100 the full control effect
#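 Values derive from four-parameter Hill fits of normalized kinetic data: reads at 0 and 10 min following addition of 50 nM substrate to 10 nM Pol beta preincubated 15 min with compound.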
# The depositor's hits bear a star; ? = inconclusive; . = no result given; & = joins results of further samples; ! = not confirmed by another sample; [ ] = remark or other dose. The call rests on the fitted dose curve; in most records, active means well fitted curve in the direction sought with a large enough effect; inconclusive means small, poorly fitted or top-dose-only effect, or another doubt; inactive means no such curve, though single readings can be large; an effect the other way counts as inactive or inconclusive. Potency means the concentration at half of the fitted maximal effect. This is a subset. The share of hits here may be higher or lower than overall.
SMILES,BLM inh,POLI inh,BAZ2B block,Pol kappa inh,G9a block,JMJD2A Tudor,APE1 inh,POLH inh,Pol beta inh
CC(CCN1CCN(c2ccccc2)CC1)c1ccccc1 (stereo not given),-2%,?,?,-11%,?,-30%,2%,0%,-3%
COc1ccc(/C=C/C(=O)OCC(=O)N2CCc3ccccc32)cc1,.,7%,9%,-12%,?,-17%,-9%,-6%,.
N=c1c2c3c(sc2ncn1CCCO)CCCC3,4%,24%,-5%,2%,-5%[12.7 µM],-1%,15%,-18%,24%
COc1ccc(Nc2nc(N/N=C/c3ccc(N(C)C)cc3)nc(C)c2[N+](=O)[O-])cc1,2%,-6%,?,-12%,5µM*,?,1%,-7%,11%
CCN(CC)S(=O)(=O)c1cccc(NC(=O)c2ccc(Sc3nncn3C)c([N+](=O)[O-])c2)c1,-2%,-12%,-21%,3%,-2%,-20%,-1%,-29%,-11%
O=C(Nc1cccc(S(=O)(=O)NC2=NCCC2)c1)c1ccc(F)cc1,.,-7%,.,4%,.,-11%,19%,-7%,.
CCc1noc(C)c1C(=O)N1CC(C)OC(C)C1 (stereo not given),0%,2%,3%,2%,-4%,-17%,-2%,-11%,24%
CC1CCCCN1CCCNC(=O)CN1C(=O)CSc2ccc(S(=O)(=O)N3CCOCC3)cc21 (stereo not given),2%&-1%,-22%&11%,-5%&6%,-15%,25%,-24%&-2%,-17%,-7%&-4%,21%&-15%
Cc1ccc2c(c1)-c1onc(C(=O)N3CCN(c4cc(C)ccc4C)CC3)c1CO2,0%,0%,0%,-1%,-5%[59 µM],-2%,.,-1%,25%
CNc1ccccc1C(C)(C)c1cc(-c2ccc(F)cc2)no1,-4%,3%,-9%,-7%,21%[59 µM],-22%,1%,-17%,-27%
O=C(COc1ccccc1)N1CCN(c2ncccn2)CC1,-6%,70%[activator],-6%,-14%,20%,-16%,6%,-3%,-13%
O=C(N/N=C/C=N/NC(=O)c1ccco1)c1ccco1,-10%,-3%,3%,-8%,-10%,-12%,0%,11%,7%
CCC(C)(C)NC(=O)C1CCN(S(=O)(=O)c2ccc3c(c2)CCCN3C(C)=O)CC1,-3%,16%,0%,4%[60.1 µM],-1%[59 µM],-1%,.,-11%,28%
C/C(CC1CC(C)OC1=O)=N\NC(N)=S (stereo not given),7%,-9%,?,-19%,35µM*,?,0%,-6%,0%
Cc1ccc(C)c(CN2CCC(n3nccc3NC(=O)CCCc3ccccc3)CC2)c1,-4%,-4%,-20%,-5%,43%,-31%,27%,-5%,0%
CCc1c(C2(O)CCCCC2)[nH]c2ccc(C(F)(F)F)cc12,-16%,21%,?,-8%,.,-16%,-17%,?,2%
O=C(O)C1(c2ccccc2)CCN(S(=O)(=O)c2cccs2)CC1,-1%,43%[activator],-13%,-3%,2%,-2%,3%,-4%,1%
CN(C)CCNC(=O)/C(=N\O)c1ccccn1,-3%,-14%,?,-5%[60.1 µM],50µM*,-9%,1%,-1%,2%
CCN=C1SC(C(=O)Nc2ccccc2)CC(=O)N1CC (stereo not given),1%,20%,-19%,-2%,7%[12.7 µM],-19%,-1%,-1%,4%
O=C(Nc1ccccc1C(F)(F)F)N1CCC(N2CCCCC2)CC1,0%,-4%,2%,12%,-31%,-3%,-7%,-5%,28%
CN(CC(=O)Nc1ccc(SC(F)F)cc1)C1CCCCC1,-2%,86%[activator],-1%,-6%,79µM*,1%,7%,-10%,?
NC(=O)c1ccsc1NC(=O)c1ccc([N+](=O)[O-])o1,.,50µM*,.,79µM*,.,?,-17%,45µM*,.
COc1ccc(CC(=O)NNC(=S)NCC2CC2)cc1OC,-5%,-6%,0%,5%,.,-1%,0%,-23%,3%
CC(C)OCCCN1CN(S(=O)(=O)c2ccc(Cl)cc2)c2nc3ccccc3nc21,-5%,-7%,-35%,-22%,?,-23%,-7%,-3%,4%
CCOC(=O)N1CCN(c2ccc(C(F)(F)F)cn2)CC1,-12%,37%[activator],-28%,-9%,?,-7%,8%,-9%,12%
CC(C)CCNC(=O)NC(=O)COC(=O)c1cc(S(=O)(=O)N2CCOCC2)ccc1N1CCCCC1,-16%,?,-33%,-3%,?,-4%,1%,-5%,3%
NC(=O)C1CCN(C(=O)CCC(=O)c2ccc(Br)cc2)CC1,-2%,60%[activator],-21%,3%,-7%,-2%,?,-20%,14%
COC(=O)c1cc(NC(=O)CC2CCCC2)cc(C(=O)OC)c1,-5%,60%[activator],5%,-7%,?,-10%,53%,-4%,-3%
O=C(O)CCC(=O)N1CCc2cc(S(=O)(=O)N3CC=C(c4ccccc4)CC3)ccc21,-6%,?,?,?,?,?,-6%,?,22µM*
Cc1cccc(N(CC(=O)NC2CCCC2)C(=O)CCCC(=O)Nc2ccccn2)c1,-3%,1%,-6%,2%,-5%,-4%,13%,-10%,27%
COc1ccc(Cc2c(O)nc(SCC(=O)N3CCCCCC3)[nH]c2=O)cc1,2%,?,0%,2%,14%[59 µM],-10%,4%,-4%,13%
CC(C)N(C(=O)[C@H]1CC(CC(=O)NCc2cccc(C(F)(F)F)c2)C(=O)N2CCc3c([nH]c4ccccc34)[C@]12C)C(C)C (stereo not given in full),.,24%,.,-13%,.,?,-6%,-28%,.
COc1ccc(C(=O)CSc2nnc(CNc3ccc(C)cc3C)n2Cc2ccco2)cc1,-8%,5%,-38%,-7%,?,?,2%,-16%,16%
CCC[C@@H](CN1CCC[C@H]1CN1C(N)=NC[C@H]1CC(C)C)N1C[C@@H]([C@H](C)CC)N(CCCC2CCCC2)C1=N,.,-23%,.,-8%,.,?,33%,-7%,.
C=CCn1c(SCC(=O)N(CC)C2CCS(=O)(=O)C2)nnc1-c1ccccc1 (stereo not given),.,6%,8%,6%,14%[12.7 µM],-3%,6%,-26%,.
CCOc1cc(CO)c(Br)cc1OCC(=O)O,-1%,-1%[58.9 µM],3%,0%,26%[59 µM],-11%,-9%,-9%,4%
O=C(CN1CCC(n2nnc3cc(F)ccc32)CC1)N1CCCc2ccccc21,1%,5%,2%,-14%,12%[59 µM],-11%,1%,-8%,5%
Clc1ccccc1N=C1SCCS1,-2%,7%,3%,4%,45%,19%,-2%,-17%,2%
CC1(c2ccc3ccccc3c2)NC(=O)N(CC(=O)O)C1=O (stereo not given),-1%,-16%,0%,-3%,-5%,-2%,-5%,-11%,-3%
CCOC(=O)/C(=N\NC(=O)c1ccccc1)c1ccccc1,0%,-1%,7%,-11%,9%,-3%,8%,-4%,7%

# Part of the list above in another layout:
# Screens in order – BLM inh | POLI inh | BAZ2B block | Pol kappa inh | G9a block | JMJD2A Tudor | APE1 inh | POLH inh | Pol beta inh
> CN(CC(=O)Nc1ccc(SC(F)F)cc1)C1CCCCC1
→ -2% | 86%[activator] | -1% | -6% | 79µM* | 1% | 7% | -10% | ?
> NC(=O)c1ccsc1NC(=O)c1ccc([N+](=O)[O-])o1
→ . | 50µM* | . | 79µM* | . | ? | -17% | 45µM* | .
> COc1ccc(CC(=O)NNC(=S)NCC2CC2)cc1OC
→ -5% | -6% | 0% | 5% | . | -1% | 0% | -23% | 3%
> CC(C)OCCCN1CN(S(=O)(=O)c2ccc(Cl)cc2)c2nc3ccccc3nc21
→ -5% | -7% | -35% | -22% | ? | -23% | -7% | -3% | 4%
> CCOC(=O)N1CCN(c2ccc(C(F)(F)F)cn2)CC1
→ -12% | 37%[activator] | -28% | -9% | ? | -7% | 8% | -9% | 12%
> CC(C)CCNC(=O)NC(=O)COC(=O)c1cc(S(=O)(=O)N2CCOCC2)ccc1N1CCCCC1
→ -16% | ? | -33% | -3% | ? | -4% | 1% | -5% | 3%
> NC(=O)C1CCN(C(=O)CCC(=O)c2ccc(Br)cc2)CC1
→ -2% | 60%[activator] | -21% | 3% | -7% | -2% | ? | -20% | 14%
> COC(=O)c1cc(NC(=O)CC2CCCC2)cc(C(=O)OC)c1
→ -5% | 60%[activator] | 5% | -7% | ? | -10% | 53% | -4% | -3%
> O=C(O)CCC(=O)N1CCc2cc(S(=O)(=O)N3CC=C(c4ccccc4)CC3)ccc21
→ -6% | ? | ? | ? | ? | ? | -6% | ? | 22µM*

# (cont.)
SMILES,BLM inh,POLI inh,BAZ2B block,Pol kappa inh,G9a block,JMJD2A Tudor,APE1 inh,POLH inh,Pol beta inh
N#Cc1ccc(CSc2nc(N)cc(=O)[nH]2)cc1,0%,-27%,12%,-6%,77%[activator],-29%,24%,-7%,29%
O=C(NCc1ccc(F)cc1)C1CCCCN1S(=O)(=O)c1ccc(F)cc1 (stereo not given),0%,-20%,8%,-6%,10%[59 µM],6%,.,3%,-6%
CN(C)CC(C)(C)CNS(=O)(=O)c1ccc(Cl)c(Cl)c1,1%&3%,?,?,-4%&-5%,?,18µM*!,2%&-1%,-23%&6%,6%&-17%
CC12CC(O)C3c4ccc(O)cc4CCC3C1CCC2=O (stereo not given),-7%,15%,-21%,8%,-1%,-10%,-11%,-18%,3%
O=C1c2ccccc2NC(c2ccc([N+](=O)[O-])cc2)N1O (stereo not given),-12%,8%,-29%,6%,56µM*,0%,-5%,-18%,-8%
Cc1cc(C(=O)NC(CC(C)C)C(=O)O)cc(C)c1[N+](=O)[O-] (stereo not given),7%,127%[activator],-13%,-2%,-10%[59 µM],8%,-4%,-5%,48%[activator]
Cc1ccc(NC(=O)CCNS(=O)(=O)c2ccc3c(c2)CCC(=O)N3)c(Br)c1,-1%,41%[activator],11%,-4%,18%,-18%,18%,2%,13%
Cc1ccc(C(C)C)c(OCC(=O)NN=C2CCCC2)c1,-3%,8%,-5%,6%,1%,-10%,1%,-19%,22%
Nc1nc(-c2c(Cl)cccc2Cl)no1,0%,-7%,3%,6%,24%,7%,-6%,-6%,-10%
CN(CCC#N)C(=O)CSc1nnc(-c2ccco2)n1N,-1%,234%[activator],0%,-3%,-24%,-4%,-1%,-20%,-3%
COc1ccc(C(=O)c2c3ccc([N+](=O)[O-])cc3[n+]([O-])n2CCCC(N)=O)cc1,.,?,1%,-12%,16%[2.33 µM],-26%,10%,-7%,.
COc1ccc(/C=C/c2ccccc2)cc1C1C2C=CCC(C)C2C(=O)N1Cc1ccccc1 (stereo not given),-4%,0%,.,-1%,.,?,0%,.,.
CC(=O)c1cccc(NC(=O)Cn2cc3c(n2)CCCC3)c1,-3%,11%,-9%,16%,-11%,-3%,14%,-26%,10%
